PREPL inh: inhibits the human prolyl oligopeptidase-like enzyme; recombinant PREPL, fluorescence polarization activity-based probe; inhibition, % at 5.96 µM; 0.68% of 320,000 active; in the data active = inhibition above about 43%;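 also: 0% = enzyme with DMSO and 100% = wells lacking enzyme; many of its hits are not listed in these tables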
HCV core dimer: HCV core protein dimerization inhibition | AID 1899 | 0.33% of 300,000 active | TR-FRET GST/Flag-core106 dimerization, 1536-well | inhibition, % at 5 µM;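 active = inhibition above the mean of all tested compounds plus 3 SD, set per screening campaign, cut at about 45% in these data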
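Material: Tagged HCV core106 pair (GST and Flag) | Amount: GST-core106 13.5 nM, Flag-core106 17 nM | Medium: KF-containing HEPES buffer, pH 7.45, DTT, CHAPS, BSA | Reagent: Eu donor and XL665 acceptor anti-tag antibodies | Schedule: 4 h at 22.5 °C | Technique: Time-resolved FRET, ex 340 nm, em 617 and 671 nm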
EBNA-1 inhibitor: blocks EBNA-1 binding to DNA | inhibition, % at 14.8 µM | EBNA-1 DNA binding, fluorescence polarization | AID 1950 | 0.34% of 300,000 active; in the data active = inhibition above about 28%
PP1 inh: PP1-alpha (human) inhibition in PP5 counter-screen; 0.9% of 320,000 active; AID 2235; inhibition, % at 6.7 µM; P62136; purified PP1alpha, OMFP fluorescence;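 active = inhibition above the mean inhibition of all tested compounds plus 3 SD, computed separately for each screening campaign, cut at about 15% in these data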
ZTA counter: blocks Epstein-Barr virus ZTA, an EBNA-1 counter-screen; P03206; ZTA-DNA binding, fluorescence polarization; inhibition, % at 11 µM; 0.15% of 320,000 active; in the data active = inhibition above about 33%
Efflux pump mplx: inhibitors of Candida antifungal efflux pumps expressed in yeast. S. cerevisiae Candida pump triplex, Nile Red efflux. inhibition, % at 10 µM. 0.44% of 330,000 active;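 active = plate passing quality check with inhibition over a set limit, or well fluorescence over plate mean plus 4 SD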;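 also: Nile Red retained in pooled yeast measured as flow cytometry median fluorescence; 0% = buffer negative control and 100% = Enniatin B positive control; higher means more Nile Red kept so more efflux inhibition; some compounds called inactive have numbers as strong as hits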
PP5 inh: inhibitors of human protein phosphatase 5 (PP5); purified PP5c, OMFP substrate fluorescence; 0.18% of 320,000 active; inhibition, % at 6.7 µM;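 active = inhibition above the campaign's mean inhibition across all tested compounds plus 3 SD, cut at about 9.5% in these data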;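 also: 0% = DMSO only and 100% = 100 µM cantharidin control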
TPT1 inh: blocks Candida albicans tRNA 2'-phosphotransferase; recombinant caTPT1, FP RNA substrate dephosphorylation; inhibition, % at 5 µM; 0.81% of 300,000 active;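 active = inhibition above the mean of all tested compounds plus 3 SD, set per screening campaign, cut at about 24% in these data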;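 also: plate controls were DMSO alone for no effect and ferristatin control at 100 nM for full effect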
Fh CTSL1 inh: cathepsin L1 inhibition, PFM18AAP counter-screen; inhibition, % at 5.96 µM; recombinant F. hepatica cathepsin L1, Z-Leu-Arg-MCA fluorescence; 0.49% of 300,000 active;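 active = inhibition above the mean of all tested compounds plus 3 SD, set per screening campaign, cut at about 17% in these data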;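 also: 0% = plate median of test compound wells and 100% = 1 µM Z-Phe-Ala-diazomethylketone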
* marks the source's active call; other numbers are inactive results; . = not tested or not shown. The list is partial; count on the stated rates, not on these rows.

Start of the listing, in advance (13 entries):
Each structure is followed by: PREPL inh, HCV core dimer, EBNA-1 inhibitor, PP1 inh, ZTA counter, Efflux pump mplx, PP5 inh, TPT1 inh, Fh CTSL1 inh
CC(C)CNC(=O)NC(=O)CSc1nc2ccccc2n1CC(C)C
→ 12, 9, 6, 6, -5, 0.0, 3.5, -3, 6
Cc1ccc(C(=O)n2c3ccccc3c3ccccc32)cc1
→ 8, -1, 9, 2, -6, 0.0, -0.1, -4, -2
COc1cccc(C(=O)CC(C(=O)O)c2ccc(F)cc2)c1 (centres undefined)
→ -4, 10, 11, -4, 6, 0.1, 2.5, -1, 0
COc1cccc(OCc2nnc(SCC(=O)NCc3ccco3)n2CCc2ccccc2)c1
→ -7, 5, -3, 0, -1, 0.2, 0.9, 3, 4
COc1ccccc1NC(=S)NC(=O)/C=C/c1cccs1
→ -9, 4, -4, 3, 4, 0.0, -0.4, 0, 1
CCN(CC(=O)Nc1c(F)cccc1F)C(=O)c1cccc(S(=O)(=O)N(C)c2ccccc2)c1
→ -6, 1, -17, -2, -2, 0.1, -1.9, 1, 1
CC(C)N(C(=O)C(F)(F)F)C(C(=O)NC1CCCCC1)c1ccncc1 (centres undefined)
→ 17, 0, -7, -2, 2, -0.1, 1.3, -1, -2
CN(CC(=O)Nc1ccc(N2CCOCC2)cc1)C(=O)CCc1cc(C(C)(C)C)c(O)c(C(C)(C)C)c1
→ 8, 2, 1, 0, -5, -0.1, 2.5, -1, 5
O=C(Nc1cccc(F)c1)c1ccccc1
→ -1, -3, -12, 1, -1, -0.2, -0.2, 0, 1
O=C(CC(C(=O)O)c1ccc(Cl)cc1)c1ccccc1 (centres undefined)
→ 10, 2, -11, -3, -5, 0.1, -1.1, 0, 2
Cc1ccccc1N(C)S(=O)(=O)c1nnc(NC(=O)c2ccco2)s1
→ 6, 32, 5, 1, -5, -0.2, 2.0, 2, 4
CCCC(=O)N1CCc2cc(-c3nc(N)sc3C)ccc21
→ 1, 12, -4, 0, -6, 0.1, 0.7, -4, 10
CCOc1cnc(-c2c(-c3ccccc3Cl)noc2C)o1
→ 9, 3, -14, -1, 0, 0.2, 4.0, 7, 0

Results, from the start:
Each structure is followed by: PREPL inh, HCV core dimer, EBNA-1 inhibitor, PP1 inh, ZTA counter, Efflux pump mplx, PP5 inh, TPT1 inh, Fh CTSL1 inh
CC(C)CNC(=O)NC(=O)CSc1nc2ccccc2n1CC(C)C
→ 12, 9, 6, 6, -5, 0.0, 3.5, -3, 6
Cc1ccc(C(=O)n2c3ccccc3c3ccccc32)cc1
→ 8, -1, 9, 2, -6, 0.0, -0.1, -4, -2
COc1cccc(C(=O)CC(C(=O)O)c2ccc(F)cc2)c1 (centres undefined)
→ -4, 10, 11, -4, 6, 0.1, 2.5, -1, 0
COc1cccc(OCc2nnc(SCC(=O)NCc3ccco3)n2CCc2ccccc2)c1
→ -7, 5, -3, 0, -1, 0.2, 0.9, 3, 4
COc1ccccc1NC(=S)NC(=O)/C=C/c1cccs1
→ -9, 4, -4, 3, 4, 0.0, -0.4, 0, 1
CCN(CC(=O)Nc1c(F)cccc1F)C(=O)c1cccc(S(=O)(=O)N(C)c2ccccc2)c1
→ -6, 1, -17, -2, -2, 0.1, -1.9, 1, 1
CC(C)N(C(=O)C(F)(F)F)C(C(=O)NC1CCCCC1)c1ccncc1 (centres undefined)
→ 17, 0, -7, -2, 2, -0.1, 1.3, -1, -2
CN(CC(=O)Nc1ccc(N2CCOCC2)cc1)C(=O)CCc1cc(C(C)(C)C)c(O)c(C(C)(C)C)c1
→ 8, 2, 1, 0, -5, -0.1, 2.5, -1, 5
O=C(Nc1cccc(F)c1)c1ccccc1
→ -1, -3, -12, 1, -1, -0.2, -0.2, 0, 1
O=C(CC(C(=O)O)c1ccc(Cl)cc1)c1ccccc1 (centres undefined)
→ 10, 2, -11, -3, -5, 0.1, -1.1, 0, 2
Cc1ccccc1N(C)S(=O)(=O)c1nnc(NC(=O)c2ccco2)s1
→ 6, 32, 5, 1, -5, -0.2, 2.0, 2, 4
CCCC(=O)N1CCc2cc(-c3nc(N)sc3C)ccc21
→ 1, 12, -4, 0, -6, 0.1, 0.7, -4, 10
CCOc1cnc(-c2c(-c3ccccc3Cl)noc2C)o1
→ 9, 3, -14, -1, 0, 0.2, 4.0, 7, 0
CCOC(=O)c1c(C)[nH]c(C)c1S(=O)(=O)NCC1CCN(Cc2ccc(C)cc2)CC1
→ 12, -4, 7, -5, 7, 0.0, 0.8, 1, 4
CC(C)c1ccc2oc3nc(N)c(C(=O)O)cc3c(=O)c2c1
→ 23, 5, 5, 7, 5, -0.1, 2.5, -3, 5
CCc1nnc(NC(=O)c2ccc(COc3ccc(C)cc3)o2)s1
→ 2, -4, 0, 1, -3, 0.1, -1.2, -4, 3
COc1ccc(C2C(C(C)=O)=C(O)C(=O)N2CCc2ccccc2)c(OC)c1 (centres undefined)
→ 8, 5, -8, 10, 0, 0.3, 1.1, 0, 4
Cc1ccc(Cl)cc1N(CC(=O)Nc1cccc(N(C)S(C)(=O)=O)c1)S(C)(=O)=O
→ 2, 1, -3, 0, 2, 0.1, -1.9, 1, 0
Cc1ccc(-c2nc(N)n(S(=O)(=O)c3ccc(C)cc3)n2)cc1
→ -36, -1, 2, 0, 3, 0.1, 0.7, 2, -2
COc1cc(C=O)ccc1Oc1nnnn1-c1ccccc1
→ 28, -3, 8, -4, 4, -0.1, -0.5, 1, -3
CSc1nsc(SC)c1NC(=O)OCc1ccccc1
→ -3, 0, 1, 5, 1, -0.2, 2.8, -1, -3
CCn1nc(C)cc1C(=O)N1CCc2c([nH]c3ccccc23)C1c1cc(F)ccc1F (centres undefined)
→ -6, 3, 5, 5, -4, -0.1, 3.7, -1, -2
O=C(Nc1nccs1)[C@@H]1CCCN1C(=O)c1cccs1
→ 22, 1, 0, 5, 8, 0.1, -0.3, 3, -4
CCOc1ccc(N(C)S(=O)(=O)c2cc(-c3cc(C)no3)ccc2C(C)C)cc1
→ 8, 11, -11, 3, 1, 0.3, 6.2, 3, 3
O=C(Nc1cn(-c2ccccc2)nc1-c1cccs1)c1ccco1
→ -1, 21, 0, -1, 4, -0.2, 2.0, -3, 2
CC(C)CNC(=O)Cn1nc(C(F)(F)F)c2c1CCCC2
→ 1, -2, 2, -2, 2, 0.0, -1.2, 1, 0
O=C(Nc1cnn(Cc2ccc(F)cc2)c1)c1cc(-c2ccco2)on1
→ 3, 3, 8, 2, 24, -0.1, 0.8, -1, 0
CC(C)NC(=O)NC(=O)CSc1nnc(C(F)(F)F)n1C
→ -1, -4, -6, -1, 3, 0.3, 0.6, -1, -3
O=c1c(C(c2ccc(F)cc2)c2c(O)nc3n(c2=O)CCCS3)c(O)nc2n1CCCS2
→ -4, 0, -1, 4, -3, 0.2, -2.5, -1, 2
c1ccc(-c2n[nH]nc2-c2ccccc2)cc1
→ -9, -3, -2, 0, -10, -0.1, 1.4, -1, 1
CCN1CCN(c2cc(C)c3cc(NC(=O)CCC(=O)Nc4ccc(OC)cc4OC)ccc3n2)CC1
→ 28, 5, -11, -2, 1, 0.1, 0.4, 16, 0
CCN1CCN(C(=O)c2ccc3c(=O)n(C4CCCC4)c(=S)[nH]c3c2)CC1
→ 5, -2, -2, 1, 4, 0.2, 4.1, 1, 1
COc1ccccc1NC(=O)COC(=O)C1CC2C=CC1C2 (centres undefined)
→ 3, -3, -1, -2, -2, 0.1, -0.6, 1, -3
Cc1ccc(C(=O)NCCS(=O)(=O)N2CCN(c3ccccc3F)CC2)cc1[N+](=O)[O-]
→ 7, -2, -12, 1, 1, 0.0, 4.5, 1, -4
Cc1ccn2c(=O)c(C(=O)NCCN3CCOCC3)c(O)nc2c1
→ 1, 7, -4, -2, 11, 0.0, -0.1, -3, 0
CC(C(=O)Nc1ccccc1-c1ccccc1)N1CCN(S(=O)(=O)c2ccccc2)CC1 (centres undefined)
→ 21, 22, 4, 3, -7, -11, 0.6, 2, 2
O=C1CC(c2ccc(F)cc2)Cc2nc(NCc3ccco3)ncc21 (centres undefined)
→ -3, 0, -6, -3, 12, -0.1, 0.2, -5, -2
O=C(Cc1ccccc1)Nc1ccc2c(c1)OC1(CCCC1)O2
→ 9, ., ., -2, 9, -0.1, 2.1, ., .
CC(C(=O)Nc1ccc([N+](=O)[O-])cc1)N1CCN(C/C=C/c2ccccc2)CC1 (centres undefined)
→ 8, -7, 2, 2, -27, -0.2, 3.4, -2, -5
CC1Oc2ccccc2N(CC(=O)NCc2ccccc2)C1=O (centres undefined)
→ -8, 0, 8, 0, 3, -0.1, -1.5, -2, -2
Cc1ncc(CO)c2c1Oc1nc(-c3ccccc3)nc(SCC(=O)N(C)c3ccccc3)c1C2
→ -21, 14, -15, 11, 5, 0.2, 3.1, -3, -6
CCOC(=O)Cn1nc(-c2ccccc2)c2ccccc2c1=O
→ 6, 1, 3, 0, 3, 0.0, -1.8, 1, -2
O=C(NCC1CCOCC1)c1ccc2nc(Cc3cccc(Cl)c3)oc2c1
→ -2, 10, -8, -2, -4, -0.7, 3.0, -2, -1
COc1ccc(C2N(C(=O)C(F)(F)F)C(C)CN2S(=O)(=O)c2ccc(C)cc2)cc1 (centres undefined)
→ -5, -13, -6, 2, 8, 0.1, 4.0, -2, -8
O=C(CSc1nnc(NC(=O)C2CC2)s1)NCc1ccccc1
→ -3, 6, 7, -1, 8, -0.1, 1.1, 2, -1
CC(C)(C)C1CCc2onc(C(=O)NC3CCCC3)c2C1 (centres undefined)
→ -1, 1, 0, -1, 12, 0.0, 1.8, 2, 1
COc1cc(/C=C2\C(=N)N3N=C(S(C)(=O)=O)SC3=NC2=O)cc(OC)c1OCCOc1cccc(C)c1
→ 1, 14, -1, 11, -2, -0.1, 5.9, 0, 0
CCSc1nnc(C)n1-c1ccc(C(=O)O)cc1
→ 7, -7, -3, 1, -27, 0.0, 0.3, -1, -5
CCc1c(O)nc(SCC(=O)Nc2nc3ccccc3s2)n(C2CCCCC2)c1=O
→ 8, 1, 8, 2, 9, 0.2, -0.3, 1, 0
Cc1ccc(S(=O)(=O)NC(C)(C)CSc2nnc(Nc3ccccc3)s2)cc1
→ -36, 8, 6, 6, -28, -0.1, -1.9, 0, 13

Going on with the list:
Each structure is followed by: PREPL inh, HCV core dimer, EBNA-1 inhibitor, PP1 inh, ZTA counter, Efflux pump mplx, PP5 inh, TPT1 inh, Fh CTSL1 inh
CCc1n[nH]c(=S)n1/N=C/C(C)=C\c1ccccc1
→ 0, 4, 6, 1, -2, -0.1, 0.5, -3, 3
S=C1NCCc2ccc(Cl)cc2C1c1ccccc1Cl (centres undefined)
→ -30, -5, -11, -5, -15, 0.0, 4.6, -5, 1
CCOc1ccc(Br)cc1C(=O)N/N=C/c1cccnc1
→ 8, -8, -4, 0, -14, 0.0, -3.5, -2, 3
Clc1ccc(C#Cc2cccnc2)cc1
→ -45, -17, 11, 5, -7, -0.2, 2.2, -4, -1
Cc1ccc(NC2CCCN(C(=O)CCn3nccc3C)C2)cc1C (centres undefined)
→ 20, -12, -7, -3, -8, -0.1, 0.9, -2, 2
O=C(CCn1c(=O)oc2ccccc21)NCCN1CCc2ccccc2C1
→ 12, -5, 0, 5, -15, -0.1, 0.6, -3, 1
Cc1ccc(OCc2cn3cccnc3n2)cc1
→ 14, -12, 8, 0, 4, -0.7, -0.7, -2, -3
CCCC(=O)c1ccc(N2CCCCC2)c(F)c1
→ 3, -1, -5, -1, 2, 0.0, -1.2, 3, 0
COc1ccc2[nH]cc(CCNC(=S)NC3CCCC3)c2c1
→ 9, -3, 12, 0, -14, -0.1, 1.3, -3, -4
